IMPase Li cell = membrane-permeable IMPase blocker, potentiated with lithium; CHO-M1 cells, IP1 TR-FRET (IP-One), carbachol + lithium; Potency, µM (highest dose often 59.4 µM), for inactives: at the top dose activity, negative = IMPase inhibition, actives largely listed as inhibitors; 210,000 compounds, 0.35% hits; AID 1457;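 further: IP1 builds up when IMPase is blocked and the TR-FRET signal falls; potency means the concentration at half of the fitted maximal effect; plate controls were basal vehicle for no effect and high inhibitor control for full effect; nearly all actives have a fitted effect of over 50% in size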
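Steps: plate 2000 CHO-M1 cells per well and culture 16–30 h; add compound and lithium; incubate 30 min, 37C; add d2-IP1 tracer and Eu cryptate anti-IP1 antibody in lysis buffer; read after 10 min at room temperature.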
NPSR antag = neuropeptide S receptor (human) antagonism, cAMP; CHO-NPSR cells, cAMP TR-FRET, antagonist mode; Potency, µM (series often up to 38.3 µM), for inactives: top-dose activity change, negative = inhibition, usual class: inhibitors; 220,000 compounds, 1% hits; further: potency means the concentration at half of the fitted maximal effect; on the % scale 0 is the no-effect control and ±100 the full control effect; nearly all actives have a fitted effect of over 50% in size; many of its hits are not listed in these tables
Target sequence (Q6W5P4 whole entry, looked up): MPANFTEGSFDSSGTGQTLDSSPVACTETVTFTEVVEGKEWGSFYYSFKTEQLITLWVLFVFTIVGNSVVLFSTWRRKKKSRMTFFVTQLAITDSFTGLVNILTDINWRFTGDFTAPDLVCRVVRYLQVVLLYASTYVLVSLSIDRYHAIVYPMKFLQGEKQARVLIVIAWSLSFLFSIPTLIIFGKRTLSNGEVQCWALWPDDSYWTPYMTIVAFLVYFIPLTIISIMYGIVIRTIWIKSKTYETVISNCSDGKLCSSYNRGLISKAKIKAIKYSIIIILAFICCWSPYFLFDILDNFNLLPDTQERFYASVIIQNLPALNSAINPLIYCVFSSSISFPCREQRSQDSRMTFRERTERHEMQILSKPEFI
LMNA splice mod = changes lamin A minigene splicing in HeLa cells; HeLa LMNA splicing GFP/RFP minigene ratio, 48 h; 200,000 compounds, 0.01% hits; Potency, µM (top dose mostly 46.1 µM), for the others: top-dose ratio change, negative = inhibition, hits mostly inhibitors; active means well fitted inhibition curve with a large enough effect in the signal ratio, with a control signal flat, not every such curve was filed as active; inconclusive means small, poorly fitted or top-dose-only effect, or effect the other way, or a change in a side signal; the % refers to the signal ratio; further: potency means the concentration at half of the fitted maximal effect; on the % scale 0 is the no-effect control and ±100 the full control effect
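Read-out is the ratio of GFP to DsRed2 object intensity, acquired by 488 nm laser-scanning cytometry on HeLa lamin A-EGFP minigene reporter cells. Compound incubation 48 hrs at 37 °C in Opti-MEM with 2% FBS; DMSO 0.5% final.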
Luc counter = counter-screen: inhibitors of Kinase-Glo firefly luciferase | Q27757 | Kinase-Glo luciferase, ATP luminescence, 8 min | Potency, µM (doses to about 38.3 µM), for inactives: at the top dose activity change, negative = inhibition, actives largely listed as inhibitors | 200,000 compounds, 0.28% hits | AID 1379; further: potency means the concentration at half of the fitted maximal effect; on the % scale 0 is the no-effect control and ±100 the full control effect; nearly all actives have a fitted effect of over 60% in size
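Compound is pinned into ATP-containing buffer (10 uM ATP, imidazole pH 7.2, 7 mM MgCl2). Kinase-Glo luciferase reagent is then added. Light output is recorded following an 8-min room-temperature incubation.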
Epigenetic reg = epigenetic control regulation, reporter derepression; murine LDR cells, GFP reporter derepression, 30 h; Potency, µM (doses to about 53.9 µM), for inactives: at the highest dose GFP activation, hits mostly activators; 280,000 compounds, 0.2% hits; AID 1865; further: potency means the concentration at half of the fitted maximal effect; % of control where 0% means no effect; nearly all actives have a fitted effect of over 60% in size
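In this reporter-derepression format, murine cells bearing a silenced integrated CMV-GFP locus incubate with test compound (30 h, 37 C), then are washed and imaged; fluorescent objects of 20–120 um count as induced cells.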
CBFb-RUNX1 inh = blocks binding between human CBF-beta and RUNX1. Q01196+Q13951. AlphaScreen CBFb-His/RUNX1-biotin binding, biochemical. Potency, µM (doses to about 59.8 µM), inactives show at the top dose activity, negative = inhibition, actives largely listed as inhibitors. 230,000 tested, under 10 active; further: % of control where 0% means no effect
Target sequence (Q01196 whole entry, looked up): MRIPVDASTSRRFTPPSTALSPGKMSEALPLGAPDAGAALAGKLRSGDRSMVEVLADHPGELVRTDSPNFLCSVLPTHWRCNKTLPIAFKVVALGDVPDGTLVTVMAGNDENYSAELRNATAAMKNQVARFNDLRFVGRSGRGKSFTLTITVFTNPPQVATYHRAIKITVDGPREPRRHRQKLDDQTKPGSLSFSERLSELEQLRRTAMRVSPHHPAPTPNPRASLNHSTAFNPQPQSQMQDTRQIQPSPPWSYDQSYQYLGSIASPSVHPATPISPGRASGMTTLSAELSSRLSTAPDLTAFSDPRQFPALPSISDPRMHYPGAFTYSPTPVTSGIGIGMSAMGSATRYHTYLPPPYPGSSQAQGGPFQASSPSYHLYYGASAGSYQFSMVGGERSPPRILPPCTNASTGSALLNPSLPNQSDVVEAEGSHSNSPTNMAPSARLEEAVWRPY
Target sequence (Q13951 whole entry, looked up): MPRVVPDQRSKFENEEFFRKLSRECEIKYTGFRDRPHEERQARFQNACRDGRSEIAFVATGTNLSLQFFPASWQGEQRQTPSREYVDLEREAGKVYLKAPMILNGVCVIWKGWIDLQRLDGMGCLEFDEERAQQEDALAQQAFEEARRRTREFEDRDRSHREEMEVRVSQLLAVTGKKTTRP
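Read-out: AlphaScreen. Format: His-CBF-beta with biotinylated RUNX1 (30 nM each) preincubated 20 min, compound 15 min, Ni-chelate plus streptavidin beads 90 min; room temperature throughout.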
HttQ103 aggreg = reduces HttQ103-GFP aggregates in PC12 cells; Potency, µM (doses to about 46.1 µM), for the others: at the highest dose activity change, negative = inhibition, usual class: inhibitors; AID 1688; 220,000 compounds, 1.1% hits; PC12 HttQ103-GFP aggregates, Acumen cytometry, 40 h; further: potency means the concentration at half of the fitted maximal effect; on the % scale 0 is the no-effect control and ±100 the full control effect; nearly all actives have a fitted effect of over 60% in size
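PC12 cells stably carrying ecdysone-inducible HTT exon 1 Q103–GFP were induced with tebufenozide (100 nM final) and treated with library compounds in titration. GFP aggregates in lysates were counted by laser scanning cytometry.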
An asterisk follows results filed as active; ? = inconclusive; . = no result given; & = joins results of further samples; [ ] = another dose, or the depositor's remark. Unless noted, the call rests on the fitted dose curve; in most records, active means well fitted curve in the direction sought with a large enough effect; inconclusive means small, poorly fitted or top-dose-only effect, or another doubt; inactive means no such curve, though single readings can be large; an effect the other way counts as inactive or inconclusive.

SMILES	IMPase Li cell	NPSR antag	LMNA splice mod	Luc counter	Epigenetic reg	CBFb-RUNX1 inh	HttQ103 aggreg
CC1=C(C)CC2C(=O)N(c3cccc4ccccc34)C(=O)C2C1 (configuration not stated)	-4%[38.3 µM]	-17%[46.1 µM]	-6%	1%	-0.8%	6%	-21%
CCCOc1ccc(-c2nnn(CC(=O)N3CCCC(C)C3)n2)cc1 (configuration not stated)	.	-16%	.	.	4.7%	11%	32%[9.22 µM]
CN(C)c1ccnc(Oc2ccc(C(C)(C)C)cc2)c1C#N	29%[38.3 µM]	?	?	3%	0.6%	25%	-28%
CCOC(=O)N1CCC(NC(=O)CN(C)S(=O)(=O)c2cc3c(cc2Cl)NC(=O)CO3)CC1	40%[activator][38.3 µM]	-16%[46.1 µM]	5%	0%	0.0%	0%	7%
COc1ccccc1OCCNc1nc2c(c(=O)n(C)c(=O)n2C)n1C	9%	-15%[46.1 µM]	0%	0%	-1.2%	11%	-10%
CCOc1cc(/C=C2/SC(=S)N(C)C2=O)ccc1Oc1ccc([N+](=O)[O-])cc1[N+](=O)[O-]	7%	2%	-6%[46 µM]	-2%	2.3%	2%	5%
O=C(Cc1ccccc1)N/N=C\c1ccc(Br)o1	5%[38.3 µM]	-4%[46.1 µM]	5%	1%	-1.9%	-2%	-4%
O=[N+]([O-])c1ccc2c(c1)C(O)n1nc(-c3ccc(Cl)cc3Cl)nc1S2 (configuration not stated)	3%[38.3 µM]	1%[46.1 µM]	4%	-1%	0.1%	0%	0%
Cc1cccc(-c2nnn3c2nc(NCCc2ccc(S(N)(=O)=O)cc2)c2ccccc23)c1	-5%	-20%	?	-3%	17%&8.8%	2%	32%
O=C(Cc1ccccc1)c1ccc(Cl)cc1	.	3%	.	.	-4.3%	26%	13%[9.22 µM]
Cc1ccc(Cn2nnc3c(=O)[nH]c(C4CCN(S(=O)(=O)c5ccc(F)cc5)CC4)nc32)cc1	11%	-15%	?	0%	-0.1%	-3%	?
O=C(NCc1ccco1)c1cc([N+](=O)[O-])cc([N+](=O)[O-])c1	-2%	27%	?	-1%	-1.5%	8%	?
O=C1CCCN1c1cc(Cl)cc(Cl)c1	1%	12%	-4%[9.22 µM]	-6%	-0.2%	10%	3%
CC(C)OC(=O)CSc1nc(N)c(C#N)c(-c2ccco2)c1C#N	?	?	2%	-6%	1.1%	-13%	-2%
S=c1[nH]nc(-c2cc(-c3ccccc3)n[nH]2)n1/N=C/c1cccs1	.	30%	.	.	1.3%	-2%	0%[9.22 µM]
Cc1cc(C)n(-c2nc(NCCCO)c3c4c(sc3n2)CCCC4)n1	1%[38.3 µM]	-11%[46.1 µM]	-2%	-4%	-8.3%	-20%	?
CC(CCC(=O)O)C1CCC2C3CC(O)[C@@H]4CC(O)CC[C@]4(C)C3CC[C@@]12C (some centres not stated)	12%	.	2%	-3%	-0.2%	.	.
CCc1ccc(C(=O)CN2C(=O)NC(C)(CCc3ccccc3)C2=O)cc1 (configuration not stated)	-3%	-5%	-10%	1%	1.0%	1%	-5%
Cc1ccc(SCC(=O)Nc2ccccc2C(=O)O)cc1	19%[38.3 µM]	-4%[46.1 µM]	?	0%	-1.9%	8%	33%
COC(=O)c1ccc(-c2sc3nc(N4CCOCC4)c4c(c3c2N)CC(C)(C)OC4)o1	-3%[38.3 µM]	-8%[46.1 µM]	0%	3%	-1.1%	6%	8%
CC(C)OC(=O)c1c(NC(=O)c2ccco2)sc2c1CCCCC2	27%[38.3 µM]	-12%[46.1 µM]	11%	14%	-2.7%	4%	14%
CCOC(=O)c1ccc(COc2nc3ccccc3nc2-c2ccccc2NC(C)=O)o1	28%[38.3 µM]	-1%[46.1 µM]	21%	2%	-0.8%	6%	-1%
COc1ccc(OC)c(N2C(N)=NC(N)=NC23CCCC3)c1	.	-5%[46.1 µM]	6%	.	0.0%	1%	-9%
O=[N+]([O-])c1cc(Br)c(O)c(/C=N/Nc2nc3ccccc3s2)c1	15%	?	?	-1%	1.5%	?	5µM*
CCNC(=O)COc1ccc(-c2ccccc2)cc1	19%[38.3 µM]	-9%[46.1 µM]	0%	-4%	0.0%	4%	2%
O=C1CC[C@H](N2C(=O)c3ccccc3C2=O)C(=O)N1	9%&5%	.	-11%	2%	-0.1%	4%&-5%[21.7 µM]	.
Nc1ncnc2c1ncn2[C@@H]1O[C@H](COP(=O)(O)OP(=O)(O)OP(=O)(O)OP(=O)(O)OC[C@@H]2O[C@H](n3cnc4c(N)ncnc43)[C@@H](O)[C@H]2O)[C@@H](O)[C@H]1O	25%	.	.	.	1.1%	5%	.
COc1ccc(OC)c(C(=O)c2coc3ccc(OCC(=O)O)cc23)c1	2%[38.3 µM]	1%[46.1 µM]	14%	19%	2.7%	1%	17%
COc1ccc2nc(SCC(=O)Nc3nonc3C)[nH]c2c1	7%	10%	.	-2%	0.1%	6%	-3%[9.22 µM]
COC(=O)C1C(O)=C(C(C)=Nc2cccc3ccccc23)C(=O)CC1(C)C (configuration not stated)	.	17%	.	.	-2.9%	-12%	5%[9.22 µM]
Cc1cc(Br)ccc1OCC(=O)NNC(=O)c1ccc(NC(=O)C2CC2)cc1	13%[38.3 µM]	-5%[46.1 µM]	-8%	-3%	0.7%	-1%	0%
O=C(NCC1CCCO1)C1CCCN(Cc2cnn(-c3ccccc3)c2-n2cccc2)C1 (configuration not stated)	19%[38.3 µM]	-10%[46.1 µM]	-13%	-5%	-1.6%	-1%	-1%
CC(C)N(Cc1ccccc1)C(=S)Nc1ccc(OC(F)F)cc1	3%	-14%	?	0%	-3.8%	6%	?
CCOC(=O)c1c(O)c(Cl)c(C)[nH]c1=O	-2%	14%	17%[9.22 µM]	-2%	-1.8%	3%	-3%
COc1ccc(Nc2nc(Cl)c(C=O)s2)cc1	-3%	-47%	?	0%	10.0%	-1%	-11%
Cc1cnc(NC(=O)c2ccccn2)s1	.	-3%[7.67 µM]	.	.	?	?	21%[9.22 µM]
COc1ccccc1NC(=O)c1ccc(CSc2ncccn2)cc1	13%	21%	20%[46 µM]	-10%	1.1%	5%	-11%[9.22 µM]
Cc1cc(N)n2ncc(-c3ccc(F)cc3)c2n1	36%[38.3 µM]	17%[46.1 µM]	-5%	2%	-0.1%	2%	-27%
COc1ccc(CCNC(=O)c2nnn(-c3ccccc3OC)c2N)cc1OC	7%[38.3 µM]	-8%[46.1 µM]	12%	-6%	0.0%	0%	-8%
O=C(c1ccc(COCC(F)(F)F)o1)N1CCCC1	3%	-6%	4%[46 µM]	0%	2.3%	1%	-6%[9.22 µM]
CCC(=O)NC(Nc1sc2c(c1C(=O)OC)CCN(C)C2)(C(F)(F)F)C(F)(F)F	-6%	7%[46.1 µM]	-9%	0%	0.0%	0%	-10%
Cc1nc(C)c(-c2csc(NCc3ccco3)n2)s1	33%[activator][38.3 µM]	-11%[46.1 µM]	-8%	-3%	-0.1%	-8%	-23%
CCC(C)NC(=O)c1ccc2c(Cl)c3c(nc2c1)CCC3 (configuration not stated)	.	-22%	.	.	-3.1%	-2%	-15%[9.22 µM]
Cc1ccc(-n2c(Cn3nc(C(F)F)cc3C(F)F)n[nH]c2=S)cc1	19%[38.3 µM]	4%[46.1 µM]	6%	-1%	0.5%	-2%	11%
COC(=O)c1cccc(COC(=O)c2ccc(N(C)C)cc2)c1	14%	-7%[46.1 µM]	-7%	7%	0.0%	24%	-12%
O=C(NCc1ccccc1)C1(c2cccc(F)c2)CCCC1	10%	-23%	.	1%	-3.2%	7%	2%
O=[N+]([O-])c1ccc(COc2cccc(CNc3ccc(Br)cc3)c2)cc1	.	6%[46.1 µM]	?	.	0.0%	-10%	-8%
CCOc1ccc(NC(=O)C(=O)N/N=C\c2ccc(CNS(=O)(=O)c3ccccc3)o2)cc1	0%	-6%	?	0%	6.5%	2%	-3%
COc1ccccc1NC(=O)CSc1nnc(Cc2cc(=O)[nH]c(=O)[nH]2)n1-c1ccccc1	11%[38.3 µM]	-2%[46.1 µM]	-18%	-1%	0.0%	8%	-11%
CCCc1nc2ccccc2c(NC(=O)CN(CC)CC)c1CC	-6%	18%	.	.	0.0%	-5%	19%
CN(C)S(=O)(=O)c1ccc(Cl)c(NC(=O)CN2C(=O)NC(C)(C3CC3)C2=O)c1 (configuration not stated)	.	15%	.	.	6.8%	3%	6%[9.22 µM]
CC(NC(=S)NCc1ccccc1)C12CC3CC(CC(C3)C1)C2 (configuration not stated)	4%	-26%	-25%[9.22 µM]	-4%	2.6%	-2%	15%[9.22 µM]
COc1ccc(N2C(=O)C3CCCN3C2c2ccccc2Cl)cc1 (configuration not stated)	21%[38.3 µM]	17%[46.1 µM]	-3%	2%	0.0%	-14%	3%
CCOC(=O)N1CCC(=NNc2ccnc3cc(Cl)ccc23)CC1	11%	-9%	?	-4%	-2.7%	-15%	-17%
COc1ccc(-c2cc([C@H]3[C@@H]4C=CCC[C@@]4(C)C(=O)N3Cc3ccccc3)ccc2F)cc1	.	-57%	.	.	8.9%	22%	-16%[9.22 µM]
CC(=O)CN1Cc2ccccc2/C1=N\C(=O)Nc1ccccc1	12%[38.3 µM]	-8%[46.1 µM]	5%	0%	3.2%	4%	-12%[9.22 µM]
O=C(/C=C/c1c(Cl)cccc1Cl)NCc1ccco1	-4%	10%	-11%	6%	-1.1%	3%	-7%
COc1ccc(CN2C(=O)c3ccccc3C2C(=O)NC2CCC(C)CC2)c(OC)c1 (configuration not stated)	4%	-33%	2%[46 µM]	6%	2.2%	6%	3%
C/C(=N\NC(=O)c1csc2ccccc12)c1ccc(O)cc1	27%[38.3 µM]	-18%[46.1 µM]	6%	-4%	1.0%	7%	-8%

Given in markdown: 4 of the compounds above
| compound | IMPase Li cell | NPSR antag | LMNA splice mod | Luc counter | Epigenetic reg | CBFb-RUNX1 inh | HttQ103 aggreg |
| --- | --- | --- | --- | --- | --- | --- | --- |
| O=C(NCc1ccccc1)C1(c2cccc(F)c2)CCCC1 | 10% | -23% | . | 1% | -3.2% | 7% | 2% |
| CC(NC(=S)NCc1ccccc1)C12CC3CC(CC(C3)C1)C2 (configuration not stated) | 4% | -26% | -25%[9.22 µM] | -4% | 2.6% | -2% | 15%[9.22 µM] |
| CC(=O)CN1Cc2ccccc2/C1=N\C(=O)Nc1ccccc1 | 12%[38.3 µM] | -8%[46.1 µM] | 5% | 0% | 3.2% | 4% | -12%[9.22 µM] |
| CCC(=O)NC(Nc1sc2c(c1C(=O)OC)CCN(C)C2)(C(F)(F)F)C(F)(F)F | -6% | 7%[46.1 µM] | -9% | 0% | 0.0% | 0% | -10% |

High-throughput results from PubChem.

An excerpt, so the mix of outcomes need not match the whole.
